Screens (PubChem BioAssay)
HttQ103 aggreg – qHTS Multiplex Assay to Identify Dual Action Probes in a Cell Model of Huntington: Aggregate Formation (GFP) | PC12 HttQ103-GFP aggregates, Acumen cytometry, 40 h | 1.1% of 220,000 active | Potency, µM (highest dose often 46.1 µM), for the others: at the highest dose activity change, negative = inhibition, hits mostly inhibitors | AID 1688, 2009; further: potency means the concentration at half of the fitted maximal effect; on the % scale 0 is the no-effect control and ±100 the full control effect; nearly all actives have a fitted effect of over 60% in size
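Multiplexed with ATP-based cell death, this channel scores GFP aggregates in PC12 cells expressing inducible HTTex1-Q103-GFP. Induction used 100 nM tebufenozide; compounds were tested in concentration series.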
CBFb RUNX1 block – qHTS Assay for Compounds Blocking the Interaction Between CBF-beta and RUNX1 for the Treatment of Acute Myeloid Leukemia. Runt-related transcription factor 1 (Homo sapiens) + Core-binding factor subunit beta …. AlphaScreen CBFb-His/RUNX1-biotin binding, biochemical. Potency, µM (doses to about 59.8 µM), for inactives: top-dose activity, negative = inhibition, actives largely listed as inhibitors. 230,000 tested, under 10 active; further: % of control where 0% means no effect
Target sequence (Q01196 whole entry, looked up): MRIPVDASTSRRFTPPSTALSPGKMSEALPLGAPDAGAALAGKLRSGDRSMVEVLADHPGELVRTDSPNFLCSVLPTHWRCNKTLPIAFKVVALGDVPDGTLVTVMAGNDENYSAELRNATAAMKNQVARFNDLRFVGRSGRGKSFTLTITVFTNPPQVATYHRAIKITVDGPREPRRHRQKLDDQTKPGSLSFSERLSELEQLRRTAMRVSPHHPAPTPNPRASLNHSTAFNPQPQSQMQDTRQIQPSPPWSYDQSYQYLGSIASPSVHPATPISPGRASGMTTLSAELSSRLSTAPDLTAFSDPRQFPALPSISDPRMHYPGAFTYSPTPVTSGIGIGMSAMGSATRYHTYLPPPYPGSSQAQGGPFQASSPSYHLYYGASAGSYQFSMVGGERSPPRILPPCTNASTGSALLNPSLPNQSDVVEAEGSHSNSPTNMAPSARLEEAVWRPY
Target sequence (Q13951 whole entry, looked up): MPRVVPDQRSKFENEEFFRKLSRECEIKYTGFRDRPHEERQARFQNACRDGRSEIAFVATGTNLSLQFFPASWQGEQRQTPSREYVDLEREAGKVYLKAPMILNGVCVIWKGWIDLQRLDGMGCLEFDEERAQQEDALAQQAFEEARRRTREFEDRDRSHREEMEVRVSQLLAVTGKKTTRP
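CBFb-His/RUNX1-biotin, 30 nM each, preincubated 20 min RT; compound 15 min RT; Ni + streptavidin beads 50 ng each, 90 min RT; AlphaScreen read.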
Luc counter – Counterscreen for Luciferase (Kinase-Glo TM) Inhibition. 0.28% of 200,000 active. Potency, µM (titrated, usually from 38.3 µM), inactives show at the top dose activity change, negative = inhibition, actives largely listed as inhibitors. Luciferin 4-monooxygenase (Photuris pensylvanica), Q27757. Kinase-Glo luciferase, ATP luminescence, 8 min. AID 1379, 2008; further: potency means the concentration at half of the fitted maximal effect; on the % scale 0 is the no-effect control and ±100 the full control effect; nearly all actives have a fitted effect of over 60% in size
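Recombinant Kinase-Glo luciferase, 10 uM ATP (linear range), luciferin; imidazole pH 7.2 / KCl / MgCl2 / Tween / BSA buffer; 8 min RT; luminescence.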
IMPase Li cell – qHTS Assay for Identifying the Cell-Membrane Permeable IMPase Inhibitors: Potentiation with Lithium; CHO-M1 cells, IP1 TR-FRET (IP-One), carbachol + lithium; Potency, µM (series often up to 59.4 µM), without a hit: top-dose activity, negative = IMPase inhibition, most hits filed as inhibitors; 0.35% of 210,000 active;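 further: IP1 builds up when IMPase is blocked and the TR-FRET signal falls; potency means the concentration at half of the fitted maximal effect; plate controls were basal vehicle for no effect and high inhibitor control for full effect; nearly all actives have a fitted effect of over 50% in size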
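Concentration–response in CHO-M1 cells, lithium-potentiated; 30 min at 37C. IP1 detected by competitive TR-FRET after 10 min lysis at RT. Hill-fitted AC50.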
NPSR antagonist – qHTS Assay for Antagonists of the Neuropeptide S Receptor: cAMP Signal Transduction | AID 1461, 2008 | CHO-NPSR cells, cAMP TR-FRET, antagonist mode | 1% of 220,000 active | Potency, µM (titrated, usually from 38.3 µM), without a hit: at the top dose activity change, negative = inhibition, hits mostly inhibitors | Q6W5P4; further: potency means the concentration at half of the fitted maximal effect; on the % scale 0 is the no-effect control and ±100 the full control effect; nearly all actives have a fitted effect of over 50% in size; many of its hits are not listed in these tables
Target sequence (Q6W5P4 whole entry, looked up): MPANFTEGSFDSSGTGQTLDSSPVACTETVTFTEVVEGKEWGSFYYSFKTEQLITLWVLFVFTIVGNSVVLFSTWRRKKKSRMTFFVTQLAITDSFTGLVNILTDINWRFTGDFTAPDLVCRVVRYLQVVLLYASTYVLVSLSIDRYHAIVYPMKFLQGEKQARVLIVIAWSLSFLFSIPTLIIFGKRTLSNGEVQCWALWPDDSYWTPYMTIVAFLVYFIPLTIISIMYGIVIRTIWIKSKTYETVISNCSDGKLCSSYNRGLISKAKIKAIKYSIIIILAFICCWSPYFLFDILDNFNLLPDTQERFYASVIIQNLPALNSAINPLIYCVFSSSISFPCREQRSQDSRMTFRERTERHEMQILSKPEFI
L3MBTL1 block – qHTS Assay for the Inhibitors of L3MBTL1; Potency, µM (doses to about 57.1 µM), for inactives: at the highest dose activity, negative = inhibition, usual class: inhibitors; AlphaScreen L3MBTL1–H3K9me1 peptide binding; Lethal(3)malignant brain tumor-like protein 1 (Homo sapiens), Q9Y468; 0.66% of 230,000 active; further: potency means the concentration at half of the fitted maximal effect; on the % scale 0 is the no-effect control and ±100 the full control effect; nearly all actives have a fitted effect of over 60% in size
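First, the protein-peptide complex forms for 30 min at room temperature (L3MBTL1 50 nM, biotinylated H3K9me1 peptide 75 nM). Next, compounds are pin-transferred and incubated 30 min. Finally, AlphaScreen beads are added and read after 30 min.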
Epigenetic derep – Quantitative High-Throughput Screen for Regulators of Epigenetic Control; murine LDR cells, GFP reporter derepression, 30 h; Potency, µM (series often up to 53.9 µM), for inactives: at the top dose GFP activation, most hits filed as activators; 0.2% of 280,000 active; AID 1865, 2009; further: potency means the concentration at half of the fitted maximal effect; % of control where 0% means no effect; nearly all actives have a fitted effect of over 60% in size
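Murine LDR cells bearing a silenced CMV-driven GFP reporter were exposed to compound for 30 h at 37 C. After PBS washes, GFP-positive cells (20-120 um objects) counted by laser-scanning microplate cytometry.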
Numbers without * were called inactive; ? = inconclusive; · = no result given; & = joins results of further samples; [ ] = another dose, or the depositor's remark. The call rests on the fitted dose curve; in most records, active means well fitted curve in the direction sought with a large enough effect; inconclusive means small, poorly fitted or top-dose-only effect, or another doubt; inactive means no such curve, though single readings can be large; an effect the other way counts as inactive or inconclusive. The list is partial, so the mix of outcomes need not match the whole.

SMILES | HttQ103 aggreg | CBFb RUNX1 block | Luc counter | IMPase Li cell | NPSR antagonist | L3MBTL1 block | Epigenetic derep
CCCCC(=O)Nc1ccc(NC(=O)c2cc(OC)c(OC)c(OC)c2)cn1 | 30% | -3% | 1% | 3%[38.3 µM] | -6%[46.1 µM] | 0% | -7.0%
CC(=O)c1ccc(NC(=O)c2ccc(C)c(Br)c2)cc1 | 7% | -3% | -1% | -9% | -14% | 24% | -1.3%
Cc1ccc(S(=O)(=O)N/N=C\c2ccccc2OCc2ccccc2)cc1 | 8% | 1% | -2% | 3%[38.3 µM] | -21%[46.1 µM] | -4% | -1.1%
Cn1nc(-c2ccc(OCC(=O)NCC3CCCO3)cc2)c2ccccc2c1=O (stereo unspecified) | -26% | 3% | -3% | ? | -28%[7.67 µM] | 5% | 0.3%
O=C(Nc1ccccc1Br)C1CCC(=O)N1Cc1ccccc1Cl (stereo unspecified) | 4% | 4% | 4% | -2% | -11%[46.1 µM] | -2% | -0.9%
Fc1cccc(CSc2ccc3nnc(-c4ccccn4)n3n2)c1 | -11% | ? | 1% | 4% | -9% | -22% | 0.6%
O=C(NNC(=O)c1ccc2ncccc2c1)c1ccc(Cl)cc1 | -11% | ? | -2% | -5% | 8% | 14% | 1.1%
CCC(=O)Nc1cc(-c2nn3c(C)nnc3s2)ccc1C | 6% | 5% | -1% | -6%[38.3 µM] | 12%[46.1 µM] | 1% | -1.1%
Cc1[nH]c2c(ccc3ccccc32)c1C1C(CCN)C1(C)C (stereo unspecified) | -13% | -9% | -2% | 13%[38.3 µM] | ? | · | 4.1%
CCCc1cc(=O)n2[nH]c(-c3ccco3)nc2n1 | -5% | 0% | -9% | 18%[38.3 µM] | -1%[46.1 µM] | · | -3.6%

As a short view, some entries already given.
SMILES | HttQ103 aggreg | CBFb RUNX1 block | Luc counter | IMPase Li cell | NPSR antagonist | L3MBTL1 block | Epigenetic derep
CCCCC(=O)Nc1ccc(NC(=O)c2cc(OC)c(OC)c(OC)c2)cn1 | 30% | -3% | 1% | 3%[38.3 µM] | -6%[46.1 µM] | 0% | -7.0%
CC(=O)c1ccc(NC(=O)c2ccc(C)c(Br)c2)cc1 | 7% | -3% | -1% | -9% | -14% | 24% | -1.3%
Cc1ccc(S(=O)(=O)N/N=C\c2ccccc2OCc2ccccc2)cc1 | 8% | 1% | -2% | 3%[38.3 µM] | -21%[46.1 µM] | -4% | -1.1%

Further compounds
SMILES | HttQ103 aggreg | CBFb RUNX1 block | Luc counter | IMPase Li cell | NPSR antagonist | L3MBTL1 block | Epigenetic derep
O=c1cc(O)c2ccccc2n1Cc1ccccc1 | -5% | -5% | 4% | -17% | 5% | · | -2.1%
COCCn1c(SCC(=O)Nc2ccc3c(c2)OCCO3)nc2c(c1=O)SC(C)C2 (stereo unspecified) | -14% | -2% | 1% | -4% | -7%[46.1 µM] | 6% | 5.0%
CCCCn1c(=O)n(C)c(=O)c2c(C(F)(F)F)cc(-c3ccncc3)nc21 | -32% | -1% | 1% | 44%[activator][38.3 µM] | ? | · | -1.0%
COc1cccc(NC(=O)Cn2c(=O)n(-c3ccccc3)c(=O)c3sccc32)c1 | -29% | 3% | 0% | -3% | -2% | · | -3.1%
CCN1CCc2nc(SCC(=O)Nc3ccc(OC)cc3)c(C#N)cc2C1 | 6% | ? | -2% | 6%[38.3 µM] | -10%[46.1 µM] | 2% | -0.2%
CC(C)(C)NC(=O)CN(C(=O)CN1C(=O)C(=O)c2ccccc21)C(C)(C)C | 20% | 8% | 1% | -8% | 19% | · | 0.1%
CCc1cccc(NC(=O)CSCc2cc(=O)[nH][nH]2)c1 | 23% | -8% | -2% | 2%[38.3 µM] | 3%[46.1 µM] | · | -1.0%
CCOC(=O)c1cc(-c2ccccc2)n(CC(=O)Nc2ccc(OC)cc2)c1C | -20% | 0% | 1% | 4% | -13% | 2% | -1.8%
COc1ccccc1N=NC1=C(O)CC(C)(C)CC1=O | 16% | -13% | 0% | -4% | 3% | -9% | 1.3%
Cc1ccc2c(c1)N(CCC(=O)NCC1CCCO1)C(=O)CO2 (stereo unspecified) | -11% | -1% | -5% | -12%[38.3 µM] | 1%[46.1 µM] | 1% | -2.1%
Cc1ccccc1Oc1nc(-c2ccccn2)nc2ccccc12 | -18%[9.22 µM] | -15% | · | · | 32% | -19% | 0.0%
CCOC(=O)C1(Cc2cccc(Cl)c2)CCCN(C2CCN(C(C)=O)CC2)C1 (stereo unspecified) | 0%[9.22 µM] | 8% | 4% | 8% | 14% | 5% | 5.9%
CC1=CCC(C(=O)O)(C(=O)N/N=C/c2cccnc2)C(c2ccccc2)C1 (stereo unspecified) | 23% | 5% | 3% | 9% | 0% | 0% | -0.5%
Cc1ccc(NC(=O)c2cn(CCC#N)nc2-c2cccs2)c([N+](=O)[O-])c1 | -2% | -2% | 1% | 7% | 9% | ? | -1.1%
C=C(C)CN(CC)c1nc(N)c2c(N)nc3c(c2c1C#N)CC(=O)N3C12CC3CC(CC(C3)C1)C2 | ? | -17% | 0% | 13%[38.3 µM] | 5µM* | · | 4.9%
COc1ccc(C(=O)OCCc2ccc(O)cc2)cc1 | -3% | 0%[2.36 µM] | 3% | -3% | 1% | 4% | -1.2%
COC(=O)c1ccccc1NC1CC(=O)N(c2c(C)cccc2C)C1=O (stereo unspecified) | ? | 14% | 1% | 5%[38.3 µM] | 9%[46.1 µM] | · | -1.8%
COc1cccc(C(=O)Nc2ncc3c(n2)CC(C)(C)CC3=O)c1 | -4% | -7% | -10% | -4%[38.3 µM] | 3%[46.1 µM] | -10% | 0.8%
O=C(c1cc2c(s1)CCCCC2)N1CCN(c2ncccn2)CC1 | -18% | 0% | 1% | 18%[38.3 µM] | -22%[46.1 µM] | · | -1.0%
OCC1(CCOc2ccccc2)CCN(Cc2nc3ccc(F)cc3[nH]2)CC1 | -3%[9.22 µM] | 2% | -1% | 13% | ? | -5% | 3.0%

Shown field by field: entries from further up
> COC(=O)c1ccccc1NC1CC(=O)N(c2c(C)cccc2C)C1=O (stereo unspecified)
  HttQ103 aggreg: ? | CBFb RUNX1 block: 14% | Luc counter: 1% | IMPase Li cell: 5%[38.3 µM] | NPSR antagonist: 9%[46.1 µM] | L3MBTL1 block: · | Epigenetic derep: -1.8%

> COc1cccc(C(=O)Nc2ncc3c(n2)CC(C)(C)CC3=O)c1
  HttQ103 aggreg: -4% | CBFb RUNX1 block: -7% | Luc counter: -10% | IMPase Li cell: -4%[38.3 µM] | NPSR antagonist: 3%[46.1 µM] | L3MBTL1 block: -10% | Epigenetic derep: 0.8%

> O=C(c1cc2c(s1)CCCCC2)N1CCN(c2ncccn2)CC1
  HttQ103 aggreg: -18% | CBFb RUNX1 block: 0% | Luc counter: 1% | IMPase Li cell: 18%[38.3 µM] | NPSR antagonist: -22%[46.1 µM] | L3MBTL1 block: · | Epigenetic derep: -1.0%

(next part)
SMILES | HttQ103 aggreg | CBFb RUNX1 block | Luc counter | IMPase Li cell | NPSR antagonist | L3MBTL1 block | Epigenetic derep
Cc1ccc(S(=O)(=O)n2nc(-c3ccco3)nc2N)cc1 | 0%[9.22 µM] | 6% | -1% | 5% | -18% | 12% | ?
CC(C)N(C(=O)CSc1nc2c([nH]1)c(=O)n(C)c(=O)n2C)c1ccccc1 | -12% | 5% | 1% | 17%[38.3 µM] | -7%[46.1 µM] | -9% | 0.0%
CCCN1C2=NS(=O)(=O)CCN2c2ccccc21 | ? | 3% | 0% | 13%[38.3 µM] | -5%[46.1 µM] | · | -1.0%
CCOc1ccc(C(=O)NC(C(=O)NCc2ccccc2OC)C(C)C)cc1 (stereo unspecified) | -5% | -2% | -1% | 3% | 1% | 4% | 4.1%
CC(=O)N1CCCc2cc(S(=O)(=O)NC(C(=O)NC(C)c3ccccc3)C(C)C)ccc21 (stereo unspecified) | 12% | -4% | 2% | ? | -7%[46.1 µM] | -7% | -2.4%
Cc1ccc(NNC(=O)c2ccno2)cc1Cl | 8%[9.22 µM] | -3% | · | · | 9% | -10% | 3.3%
Cc1ccccc1CSc1nnc2ccc(-c3ccncc3)nn12 | -8% | 13% | 15% | 5% | 6% | · | -0.8%
O=C(Nc1ccc(F)cc1)C(c1ccccc1)N1CCN(S(=O)(=O)c2ccc3ccccc3c2)CC1 (stereo unspecified) | -15% | -5% | 1% | 8% | 10% | -7% | 4.5%
CCCCCCCCCCCCCCCCCCOC[C@H](COP(=O)([O-])OCC[N+](C)(C)C)OC | 8% | ? | -4%&-1% | 8%&-8%&3% | ? | · | 1.1%&0.8%&0.0%
CCOc1ccccc1C1C(C#N)=C(SCC(=O)OC)NC(=O)C1C(=O)OC (stereo unspecified) | -1% | -1% | 1% | -3%[38.3 µM] | -2%[46.1 µM] | -7% | 1.0%
CCOC(=O)c1c(N)sc2c1CCCC2=O | 17%[9.22 µM] | 6% | · | · | 29% | 14% | -6.2%
O=C(Nc1ccc(F)cc1F)c1cccn1-c1ncc(C(F)(F)F)cc1Cl | 9% | 5% | -6% | 11%[38.3 µM] | -29%[46.1 µM] | -4% | -1.3%
O=C(Cc1ccc(Cl)cc1)N/N=C/c1c(Cl)cccc1Cl | 10% | 2% | 0% | 10% | -8% | 2% | 2.2%
CCn1cc(C(=O)N2CCN(c3ccccc3F)CC2)c(=O)c2ccc(C)nc21 | -23%[9.22 µM] | 7% | · | 0% | -20% | 9% | 1.0%
Cc1ccc2c(c1)N(CC(=O)N(Cc1ccc3c(c1)OCO3)CC1CCCO1)C(=O)C(C)O2 (stereo unspecified) | -12% | 2% | 0% | 1%[38.3 µM] | -30%[46.1 µM] | -3% | -3.5%
O=C(CCC1CCCC1)Nc1ccc(C(=O)NCc2cccnc2)cc1 | -4%[9.22 µM] | 8% | -2% | -1% | 2% | 5% | -1.2%
Fc1ccc(COc2ccc(-c3nnco3)cc2)cc1 | 4%[9.22 µM] | ? | · | · | -18% | 0% | -0.7%
CC12CN3CC(C)(CN(C1)C3c1ccc3ccccc3c1O)C2=O (stereo unspecified) | -16% | -2% | 0% | 12%[38.3 µM] | ? | 1% | 0.8%
